# PAX8 inh HTS – inhibitors of PAX8-driven TPO luciferase reporter, primary screen, RMG-I cells, single concentration; 360,000 compounds, 1.2% hits; inhibition, % at 12.6 µM; SteadyGlo, 24 h;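 active = mean replicate inhibition at least 60% with every replicate also reaching 60%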;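 also: luciferase light reporting Pax8 driven TPO promoter activity; plate controls were median of neutral control wells for no effect and mitoxantrone controls for full effect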
# ARNT TACC3 PPI – disruptors of ARNT/TACC3 protein interaction, primary screen, biochemical, AlphaScreen, single concentration; Transforming acidic coiled-coil-containing protein 3 (Homo sapiens), Q9Y6A5; AlphaScreen His-ARNT PAS-B/GST-TACC3 binding, luminescence; TACC3 fragment carries E629A point mutation; inhibition, % at 9.99 µM; 390,000 compounds, 0.66% hits; AID 623870, 2012;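 active = mean inhibition of replicates at least 50% and at least half of replicates each reaching 50%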;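 also: 0% = complete ARNT plus TACC3 wells and 100% = ARNT alone without TACC3; many hits fall short of the cut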
# * = called active by the depositor.
# Preview, 6 compounds:
SMILES,PAX8 inh HTS,ARNT TACC3 PPI
COc1ccc2oc(=O)c(C(=O)N3CCc4ccccc43)cc2c1,-8,-4
O=C(c1ccco1)N(Cc1ccc([N+](=O)[O-])cc1)c1ccc(Cl)cc1,-3,2
Cc1sc2ncnc(NCc3cccs3)c2c1C,20,-6
COc1cc(/C=N/n2nnnc2N)ccc1O,-12,1
O=C(O)c1cc(-c2ccc3c(c2)OCO3)nc2ccccc12,14,-6
CCCCCCc1nnc(NC(=O)OCC)s1,-19,-3

# The list itself, from the first entry:
SMILES,PAX8 inh HTS,ARNT TACC3 PPI
COc1ccc2oc(=O)c(C(=O)N3CCc4ccccc43)cc2c1,-8,-4
O=C(c1ccco1)N(Cc1ccc([N+](=O)[O-])cc1)c1ccc(Cl)cc1,-3,2
Cc1sc2ncnc(NCc3cccs3)c2c1C,20,-6
COc1cc(/C=N/n2nnnc2N)ccc1O,-12,1
O=C(O)c1cc(-c2ccc3c(c2)OCO3)nc2ccccc12,14,-6
CCCCCCc1nnc(NC(=O)OCC)s1,-19,-3
COc1ccc(-n2nc(C(=O)Nc3ccc4c(c3)OCO4)c3c4ccccc4n(C)c3c2=O)cc1,17,-2
COc1ccc(-c2cc3ccc(OCc4nn[nH]n4)cc3oc2=O)cc1,11,-12
COc1ccc2nc(C)cc(SCC(=O)NNC(=O)COc3ccc(C)cc3)c2c1,0,-1
Cc1cc(C(=O)Nc2ccc(N3CCOCC3)cc2)c2ccccc2n1,-3,-10
Cc1cccc(C)c1NC(=O)C(NC=O)c1ccccc1Cl (stereo not drawn),3,-3
O=C(CCc1ccccc1)NC1CCSC1=O (stereo not drawn),-8,-3
O=C(c1ccc(F)cc1)N1CCN(c2cc(=O)[nH]nc2-c2ccccc2)CC1,-11,0
Cc1ccc(S(=O)(=O)CC(C)N2CCOCC2)c(S(=O)(=O)CC(C)N2CCOCC2)c1 (stereo not drawn),-7,-6
CCn1c(SCCOc2ccc(Cl)cc2)nnc1-c1cccs1,6,-4
CCCCNC(=O)C1CCN(C(=O)Nc2ccc(C)cc2)CC1,-14,0
CN(C)S(=O)(=O)N(CC(=O)Nc1ccccc1F)c1ccccc1,1,-8
Cc1ccccc1NS(=O)(=O)c1ccc(N2CCCC2=O)cc1,29,0
O=C(O)c1cc(S(=O)(=O)NCC2CCCO2)ccc1Cl (stereo not drawn),-5,-8
C/C(=N\NC(=O)CC1N=C(Cc2ccccc2)NNC1=O)c1ccccc1 (stereo not drawn),11,-20

# A draw from above in order of count of non-hydrogen atoms, ascending:
SMILES,PAX8 inh HTS,ARNT TACC3 PPI
COc1cc(/C=N/n2nnnc2N)ccc1O,-12,1
O=C(c1ccco1)N(Cc1ccc([N+](=O)[O-])cc1)c1ccc(Cl)cc1,-3,2
O=C(c1ccc(F)cc1)N1CCN(c2cc(=O)[nH]nc2-c2ccccc2)CC1,-11,0

# Remaining list, next part.
SMILES,PAX8 inh HTS,ARNT TACC3 PPI
COc1ccc(-c2nnn(Cc3nn[nH]n3)n2)cc1OC,-10,-1
O=C(CCN1CCN(c2ccc(Cl)cc2)CC1)Nc1nccs1,10,-4
Cc1ccc(C2CC(c3cccs3)n3nc(N)nc3N2)cc1 (stereo not drawn),5,-1
O=C1CSC2=NCN(c3ccccc3)CN12,4,-7
COc1ccc(-c2cnn3c(N)c(S(=O)(=O)c4ccccc4)cnc23)cc1,-1,-1
COc1ccc(-c2noc(CSc3ccccc3)n2)cc1OC,-180,-2
CCOC(=O)C1=C(C)N(CC(C)C)C(=O)/C1=C\c1ccc(OCC(=O)Nc2ccccc2)cc1,-20,-3
Cc1ccc(C(=O)c2coc3ccc(O)c(CN4CCN(C)CC4)c23)cc1,-58,-3
CCOc1ccc(CCNC(=O)CCCN2C(=O)c3ccccc3C2=O)cc1OCC,-8,-11
Cn1ccs/c1=N\S(=O)(=O)c1ccc(C(C)(C)C)cc1,-10,-20
Nc1c(C(=O)NCc2ccco2)sc2nc(N3CCOCC3)c3c(c12)CCCC3,6,3
NC(=O)CN1C(=O)C2C3C=CC(C3)C2C1=O (stereo not drawn),-21,-7
CCCN1/C(=C2/SC(=S)N(CC)C2=O)C=Cc2ccccc21,8,-4
Clc1ccc(Cl)c(OCCN2CCOCC2)c1,9,-7
O=C(Oc1cccnc1)c1ccc(Cl)c(Cl)c1,-1,-3
Cc1ccc(S(=O)(=O)O)c(C)c1N1CCCC1=O,10,-7
O=C(Nc1ccccc1N1CCOCC1)C1Cc2ccccc2CN1C(=O)c1ccco1 (stereo not drawn),14,-1
CCNc1nc(Oc2ccc(C(=O)OC)cc2)nc(SC)n1,6,-1
CCCc1[nH]nc2c1C(c1ccccc1OC)C(C#N)=C(N)O2 (stereo not drawn),10,18
CCOC(=O)CC1(c2ccccc2)CCOC(C)(C)C1 (stereo not drawn),-5,2
CCc1nnc(NC(=O)Cn2nc(-c3ccc(OC)c(OC)c3)ccc2=O)s1,0,-4
CCOc1ccc(C(O)c2nccn2C)cc1 (stereo not drawn),-5,0
COc1ccc2nc(N3CCC(C)CC3)c(C#N)cc2c1,-192,-46
O=C(NCc1ccc2c(c1)OCO2)c1ccc(C2SCC(=O)N2Cc2ccco2)cc1 (stereo not drawn),24,-1
CCCn1c(SCC(=O)N2CCCc3ccccc32)nc2c1c(=O)n(C)c(=O)n2C,14,6
CCOc1ccccc1NC(=O)Nc1cccc(C(C)=O)c1,-47,0
O=C1c2ccccc2C(=O)N1CCCCSc1nnc(-c2ccc(OC(F)F)cc2)o1,7,15
Cc1oc2c(c1C(=O)NC(Cc1c[nH]c3ccccc13)C(=O)O)CCCC2 (stereo not drawn),12,-4
Cc1cc(C)c2nc(C(F)(F)F)nc(N3CCN(C(=O)c4ccco4)CC3)c2c1,25,-8
CCOC(=O)c1csc(NC(=O)CSc2nnnn2-c2ccc(OC)c(OC)c2)n1,14,-4
O=C1N=C(N2CCOCC2)SC1=C1CCCCC1,-39,-4
CCn1c(C)c(C(C)=O)c(N2CCN(c3cccc(Cl)c3)CC2)nc1=S,15,2
Cc1cccc(-n2c(O)c(C=NCCCN3CCOCC3)c3ccccc3c2=O)c1,3,-4
Cn1c(=O)n(C)c2cc(CNc3ccc(N4CCOCC4)c(C(=O)O)c3)ccc21,1,-8
CCN(C(=O)CSc1nnc(-c2ccccc2Cl)n1C1CCCC1)C1CCS(=O)(=O)C1 (stereo not drawn),7,-3
COc1ccc(C(=O)c2sc(Nc3ccccc3)c(C(=O)Nc3ccc(OC)c(OC)c3)c2N)cc1,-28,11
CCC(NC(=O)Cn1cnc2c(=O)n(C)c(=O)n(C)c21)c1ccccc1 (stereo not drawn),1,4
Cn1c(CCNC(=O)c2ccco2)nc2cc(NC(=O)c3ccco3)ccc21,-96,-13
O=C(NCCNS(=O)(=O)c1ccccc1)c1cc(OCC(F)(F)F)ccc1OCC(F)(F)F,18,0
CC(=O)c1ccc(OC(=O)c2ccc(Br)o2)cc1,10,-3
CCCCOc1cc(=O)[nH]c(=O)[nH]1,8,-5
O=C(CC(Nc1ccc(Cl)cc1)C(=O)O)c1ccccc1 (stereo not drawn),-146,-3
CC(Oc1ccc(-c2ccccc2)c(F)c1)c1ccn(S(=O)(=O)c2ccc(F)cc2)n1 (stereo not drawn),-3,13
C/C=C(\C)c1nnc(NC(=O)OCC)s1,-24,-1
Cc1cc(C)cc(C(=O)N2CCC(C(N)=O)CC2)c1,-6,1
COC(=O)C1CCN(S(=O)(=O)c2ccc(NC(C)=O)cc2)CC1,2,0
COc1ccc(C(=O)CSc2nc(N)nc(SC)c2C#N)cc1,-2,-9
COC(=O)c1cccc(NC(=O)CSc2nnc(COc3ccc(C#N)cc3)n2-c2ccccc2)c1,24,-9
CCN1CC=C2C(C#N)=C(N)C(C#N)(C#N)C(c3cc(Cl)ccc3Cl)C2C1 (stereo not drawn),3,-5
Cc1ccc(NC(=O)CN2CCC(C(=O)c3ccc4c(c3)OCCO4)CC2)cc1,10,0
COCCN1C(=O)c2ccccc2C(C(=O)NCCN(C)C)C1c1ccc(F)cc1 (stereo not drawn),13,31
CC(=O)c1ccc(N2CCN(C(=O)c3ccc(NC(=O)C4CCCO4)cc3)CC2)cc1 (stereo not drawn),-52,-3
Cc1ccc(S(=O)(=O)NC(=O)NCc2ccccc2)cc1,1,-5
CC(C)c1c(O)nc(SCCN(C)C)[nH]c1=O,-2,-12
NC(=O)CC(NC(=S)NCc1ccccc1)C(=O)O (stereo not drawn),-17,11
O=C(O)Cc1nc2nc3c(c(=O)n2[nH]1)CCCC3,-68,-3
O=C(CCCN1C(=O)/C(=C/c2cccc(Br)c2)SC1=S)Nc1ccccn1,110*,4
Cc1cc(C)nc(Nc2ncc(O)n2-c2ccc(C)c(Cl)c2)n1,6,-19
Cc1cccc(NC(=O)Cc2cccs2)n1,-41,-5
O=C1CCCCN1CCc1c[nH]c2ccccc12,-44,-26
# The listing continues:
SMILES,PAX8 inh HTS,ARNT TACC3 PPI
Cc1ccc(OCC(=O)Nc2ccc(S(=O)(=O)N3CCN(C)CC3)cc2)cc1,-2,0
Cc1nc2cc(S(=O)(=O)C(F)(F)F)ccc2s1,-27,-2
COc1cc(/C=N/NC(=O)COc2ccccc2C)ccc1OC(=O)c1cccs1,11,-25
CCOC(=O)CNC(=O)Nc1ccccc1C(=O)OC,-5,-4
C=CCNCCOCCOc1ccc(C)cc1[N+](=O)[O-],12,-6
CCCSc1nc(C)cc(C)c1C(N)=O,0,-2
COc1ccc(Cn2c(=O)sc3ccccc32)cc1,14,33
Clc1cccc(NCc2nnc(SCc3ccccc3)o2)c1,-3,-4
Cc1nn2c(-n3ccnc3)c3c(nc2c1-c1ccccc1)CCC3,13,2
O=C(Nc1ccccc1N1CCN(C(=O)c2ccccc2)CC1)c1ccc2c(c1)OCO2,20,0
N#Cc1cnn(Cc2ccccc2)c1/N=C/N1CCOCC1,-12,-10
c1ccc(N2CCN(c3nc4cc5c(cc4s3)OCO5)CC2)cc1,-185,7
CCCn1nnnc1SCC(=O)Nc1cccc(NC(=O)c2ccco2)c1,-7,1
Cc1ccccc1C(=O)NNC(=O)c1ccc(F)cc1,-18,-2
O=C(CCCCCn1c(=S)[nH]c2cc3c(cc2c1=O)OCO3)N1CCN(Cc2ccccc2)CC1,-7,-1
O=C(NCc1ccco1)c1ccc2c(=O)n(Cc3ccco3)c(SCC(=O)N3CCCC3)nc2c1,14,-2

# One compound at a time, from the list above.
# Profile of Cc1nn2c(-n3ccnc3)c3c(nc2c1-c1ccccc1)CCC3 = PAX8 inh HTS = 13; ARNT TACC3 PPI = 2
# Profile of N#Cc1cnn(Cc2ccccc2)c1/N=C/N1CCOCC1 = PAX8 inh HTS = -12; ARNT TACC3 PPI = -10

# Screening data deposited in PubChem BioAssay by Broad Institute.

# This is a subset. The share of hits here may be higher or lower than overall.
